# RXFP1 ag: agonists of human relaxin receptor RXFP1 | Q9HBX9 | HEK293T-RXFP1 cAMP TR-FRET, 30 min; response scale: percent of porcine relaxin response, buffer zero | 370,000 compounds, 0.3% hits | Potency, µM (titrated, usually from 57.5 µM), for the others: top-dose activation, hits mostly activators | AID 2676; note: potency is the fitted concentration of half-maximal effect; % is set by controls: 0 for no effect and ±100 for the full control effect; nearly all actives have a fitted effect of over 60% in size; many of its hits are not listed in these tables
#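 cAMP rise read by TR-FRET after 30 min, 37C compound exposure (up to 58 uM) in RXFP1-transfected HEK293 cells with Ro 20174 present. EC50 from Hill-equation fits, with 29 nM porcine relaxin as 100% and buffer as basal.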
# Vif-A3F inh: blocks the Vif interaction with APOBEC3F. HeLa A3F-eYFP + Vif (tagged APOBEC3F with the HIV-1 protein that degrades it), YFP fluorescence increase. Potency, µM (doses to about 46.1 µM), for inactives: at the top dose activity, negative = active. AID 602313. 390,000 compounds, 0.2% hits; note: potency is the fitted concentration of half-maximal effect; % of control where 0% means no effect; nearly all actives have a fitted effect of over 65% in size
#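 HeLa cells stably expressing Vif plus C-terminally eYFP-tagged A3F were seeded, incubated overnight at 37 deg C, dosed with compound, incubated overnight again at 37 deg C. Yellow fluorescence (Ex 488/Em 500-530) reported blocked Vif-mediated A3F-eYFP degradation.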
# D1 antag: human D1 dopamine receptor antagonism | P21728 | HEK293 TREx D1 cells, calcium flux, dopamine EC80; hits give low values | activity change, negative = inhibition, % at 10 µM | 360,000 compounds, 3.2% hits; in the data active = activity change below about -30%; note: % is set by controls: 0 for no effect and ±100 for the full control effect
#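 Compound effects on dopamine-evoked calcium signalling were measured in tetracycline-induced HEK293 Trex D1 cells. Dopamine at EC80 followed a 180 s compound pre-read, and fluorescence was tracked kinetically for 180 s more.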
# D2 potentiator: D2 dopamine receptor (human) potentiation | P14416 | HEK293 T-REx D2, calcium flux, EC20 dopamine potentiation | potentiation, % at 10 µM | 340,000 compounds, 0.34% hits | AID 485347;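 active = potentiation over 3 SD above the plate norm, cut at about 30% in these data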; note: 0% is about no effect
# Target sequence (P14416 whole entry, looked up): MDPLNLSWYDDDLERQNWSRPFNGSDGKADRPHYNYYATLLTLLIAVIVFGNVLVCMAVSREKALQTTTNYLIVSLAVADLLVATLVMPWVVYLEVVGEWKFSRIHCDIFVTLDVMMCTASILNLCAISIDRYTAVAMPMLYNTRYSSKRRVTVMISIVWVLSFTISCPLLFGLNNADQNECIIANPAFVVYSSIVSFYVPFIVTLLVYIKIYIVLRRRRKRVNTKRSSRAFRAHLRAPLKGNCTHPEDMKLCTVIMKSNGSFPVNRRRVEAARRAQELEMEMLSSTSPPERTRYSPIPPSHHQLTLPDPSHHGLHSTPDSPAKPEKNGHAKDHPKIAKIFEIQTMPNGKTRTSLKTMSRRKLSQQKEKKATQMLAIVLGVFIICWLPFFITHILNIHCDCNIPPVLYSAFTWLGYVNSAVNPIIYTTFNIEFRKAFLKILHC
#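 Potentiation of an EC20 dopamine calcium response measured kinetically over 180 s, after a preceding 180 s compound-only read flagging agonists. Cells: inducible Hek293 Trex D2 line, 4000/well, cultured overnight at 30 C before dye loading.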
# RXFP1 antag: antagonists of human relaxin receptor RXFP1; 350,000 compounds, 0.59% hits; Q9HBX9; activity change, negative = inhibition, % at 57.5 µM; HEK293-RXFP1, relaxin-stimulated cAMP HTRF, 30 min; hits give low values; AID 1259400;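 active = activity change of -60% or lower, but not beyond a set lower limit; inconclusive = change between -60% and -40%, or beyond the set limit; inactive = change above -40%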; note: % is set by controls: 0 for no effect and ±100 for the full control effect
# Glioma ERSR ind: inducers of ER stress response in human glioma cells; AID 602332; U87-MG GRP78 promoter luciferase reporter, 16 h; 420,000 compounds, 0.02% hits; Potency, µM, inactives show top-dose activation, hits mostly activators; note: potency is the fitted concentration of half-maximal effect; series mostly up to about 76 µM; % of control where 0% means no effect; nearly all actives have a fitted effect of over 35% in size
#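 Stably transfected U87-MG human glioma cells carrying a GRP78-based luminescent sensor were seeded at 1000 cells/well, pin-dosed with compounds and incubated 16 h. Luciferase reagent was then added, and end-point luminescence was read after 10 min at room temperature.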
# D1 agonist: agonists of human D1 dopamine receptor. AID 504660. 360,000 compounds, 1% hits. HEK293 T-REx D1 cells, calcium flux, agonist mode. activation, % at 2 µM; in the data active = activation above about 30%; note: 0% is about no effect
#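 Inducible HEK293 T-REx D1 cells, force-coupled to calcium signalling, were plated at 4000 cells/well with tetracycline and held overnight at 30 C. After no-wash calcium dye loading, compound-evoked calcium rise over 180 s flagged agonists.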
# Vif-A3G inh: blocks the Vif interaction with human APOBEC3G; HeLa A3G-eYFP + Vif (tagged APOBEC3G with the HIV-1 protein that degrades it), YFP fluorescence, overnight; Potency, µM (highest dose often 46.1 µM), inactives show top-dose activity, negative = active, usual class: inhibitors; 410,000 compounds, 0.076% hits; AID 602310;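 note: potency is the fitted concentration of half-maximal effect; % is set by controls: 0 for no effect and ±100 for the full control effect; nearly all actives have a fitted effect of over 60% in size; hits raise eYFP signal because A3G escapes Vif-driven loss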
# Target sequence (Q9HC16 whole entry, looked up): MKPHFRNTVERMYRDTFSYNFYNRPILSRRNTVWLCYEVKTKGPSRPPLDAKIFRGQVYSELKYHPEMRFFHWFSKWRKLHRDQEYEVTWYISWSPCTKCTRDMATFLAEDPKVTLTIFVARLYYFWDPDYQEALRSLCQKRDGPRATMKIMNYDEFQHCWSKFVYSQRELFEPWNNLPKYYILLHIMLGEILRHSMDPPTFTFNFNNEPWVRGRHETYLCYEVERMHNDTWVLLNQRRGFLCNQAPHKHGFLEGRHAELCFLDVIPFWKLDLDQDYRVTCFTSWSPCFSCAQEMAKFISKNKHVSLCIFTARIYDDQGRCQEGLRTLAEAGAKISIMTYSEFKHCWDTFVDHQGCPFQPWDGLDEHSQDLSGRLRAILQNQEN
#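 HeLa cells stably expressing Vif and C-terminally eYFP-tagged A3G, seeded overnight at 37 deg C, then exposed to compound by pintool overnight at 37 deg C. Rise in yellow fluorescence (Ex 488/Em 500-530, Acumen) marks blocked Vif-driven A3G degradation.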
# D1 potentiator: enhances dopamine response at the human D1 receptor | HEK293 TREx D1 cells, calcium flux, dopamine EC20 potentiation | potentiation, % at 10 µM | 360,000 compounds, 0.036% hits | AID 504651; in the data active = potentiation above about 30%; note: 0% is about no effect
# Starred values were filed as active, the others as inactive; ? = inconclusive; / = no result given. Unless noted, calls come from the whole dose curve; as a rule, active = well fitted curve in the direction sought with a large enough effect; inconclusive = small, poorly fitted or top-dose-only effect, or another doubt; inactive = no such curve, though single readings can be large; an effect the other way counts as inactive or inconclusive.
# Below each compound – RXFP1 ag, D1 agonist, Vif-A3G inh, RXFP1 antag, Vif-A3F inh, Glioma ERSR ind, D2 potentiator, D1 antag, D1 potentiator
- COc1ccc(N(CC(=O)N/N=C/c2ccccc2OC)S(=O)(=O)c2ccccc2)cc1
  -1.4%, 5, -1%, 0, 2%, -2%, -15, -3, 0
- CCN(CC)S(=O)(=O)c1ccc(Cl)c(C(=O)OC)c1
  0.1%, -2, 1%, -18, -1%, -3%, -6, -2, 1
- COc1ccc2ncn(-c3ccccc3)c2c1
  0.1%, 1, 2%, 10, 0%, -1%, /, 14, -2
- Cc1ccsc1C(=O)N1CCCC(CCC(=O)NCc2ccc(F)c(F)c2)C1 (centres undefined)
  1.5%, 2, 0%, -5, 4%, 5%, 3, -4, -2
- Cc1ccc(S(=O)(=O)N(Cc2ccc(F)cc2)C(=O)N2CCN(C)CC2)cc1
  0.0%, 1, 0%, 21, -19%, -4%, 17, 15, 0
- CN=C(NC1CCCCC1)c1ccc([N+](=O)[O-])cc1
  0.0%, 1, 2%, 12, -1%, 1%, -10, 8, -5
- O=C(NCc1nc2ccccc2[nH]1)C1=C[C@@H](c2ccc(Br)cc2)C[C@@H](OCCCCO)O1
  2.5%, -3, -4%, /, 4%, -1%, 3, -5, -2
- O=C(CC1SC(=O)N(c2ccccc2)C1=O)Nc1ccc(Cl)cc1 (centres undefined)
  0.8%, 3, 1%, -70*, 4%, -3%, -8, -1, 1
- Cc1nn(Cc2c(Cl)cccc2Cl)c(C)c1NC(=O)CCCn1nc(C)c([N+](=O)[O-])c1C
  -0.3%, 3, 0%, -2, 17%, -1%, 10, -1, 11
- Cc1nc(Cc2nnc(SCc3nc(N)nc(Nc4ccccc4C)n3)o2)cs1
  2.1%, 0, 0%, 12, 5%, -1%, -6, -5, 1
- COc1cc(C(=O)NCC(=O)N2CCN(S(=O)(=O)c3cc(C)ccc3C)CC2)cc(OC)c1OC
  -2.0%, -1, 6.3µM*, -4, -15%, -1%, 11, 4, -4
- CC(C)CCN1CC(C(=O)NCc2ccc(F)cc2)CC1=O (centres undefined)
  1.8%, 1, 2%, 9, 1%, -1%, -3, -3, 2
- Cc1nn(C(C)CC(=O)O)c(C)c1Br (centres undefined)
  -0.4%, 3, 3%, -13, -3%, -4%, 14, -12, -2
- CC(CC(=O)NCc1ccccc1)C1CCCO1 (centres undefined)
  2.2%, 2, 2%, 9, -1%, 3%, -3, -6, 1
- Cc1cccc(N2CCN(C(=O)C3CC(=O)N(C4CCCC4)C3)CC2)c1C (centres undefined)
  -0.6%, 13, 0%, -4, 4%, 1%, 0, -6, -3
- O=C(O)C1CCCN1C(=O)c1cncc(Br)c1 (centres undefined)
  2.4%, 2, 1%, 6, -4%, -4%, -7, -6, -6
- CN1CCN(c2nc(Nc3ccc(F)cc3)nc(Nc3ccc(F)cc3)n2)CC1
  -3.4%, 1, -14%, -3, -1%, 0%, -3, -12, -20
- COc1ccccc1-n1cc(-c2ccc([N+](=O)[O-])cc2)[nH]c1=S
  -0.1%, 4, 1%, 4, -3%, -1%, 3, -8, 4
- CCOC(=O)c1cc(S(=O)(=O)Nc2ccc(F)cc2F)cn1C
  2.3%, 4, 3%, 6, 12%, -6%, 8, 3, -3
- O=C(N/N=C/c1ccccc1[N+](=O)[O-])c1ccc2c(c1)OCCO2
  1.9%, 0, -6%, -4, 6%, -11%, /, -2, -6
- COc1ccc(-n2ncc3c(Nc4cccc(C)c4)ncnc32)cc1
  0.3%, 0, -2%, 3, -10%, 7%, 12, -1, 6
- CCCc1cc(=O)[nH]c(SCC(=O)NC(=O)NC2CCCC2)n1
  -2.6%, 0, -4%, 0, 0%, -3%, -14, -7, -5
- Cc1ccc(C(=O)COC(=O)c2cc(Cl)nc3ccccc23)cc1C
  -1.0%, 11, 1%, -7, -1%, -2%, 3, -15, -4
- Cc1cc(N2C(=O)C(O)=C(C(=O)c3cccs3)C2c2ccccc2)no1 (centres undefined)
  ?, 1, 1%, 23, -1%, -2%, 2, -5, -4
- COc1ccccc1NC(=S)NCc1ccc(Cl)cc1
  -2.5%, 1, -9%, 1, 1%, -5%, -5, -24, -1
- O=C1NC(c2cccc(Cl)c2)Nc2ccccc21 (centres undefined)
  -0.6%, 1, 11µM*, -21, -3%, -1%, -9, 20, 5
- O=C(/C=C/c1cccc([N+](=O)[O-])c1)NCc1ccco1
  0.0%, 0, -1%, 2, 0%, -2%, -10, -7, -10
- C(=N\N1CCN(Cc2ccccc2)CC1)/c1ccccc1
  7.3%, 0, -3%, 4, -12%, 11%, -15, -4, -4
- COc1ccc(/C=C2\SC(=S)N(CCC(=O)N3CCOCC3)C2=O)cc1
  -1.3%, 3, -2%, -15, 0%, -2%, 9, -26, 5
- Cc1ccc(SCCNC(=O)c2ccc(C)c([N+](=O)[O-])c2)cc1
  1.5%, 1, 1%, /, 3%, 1%, -9, 5, -4

# An excerpt from above in order of count of non-hydrogen atoms, rising:
# Below each compound – RXFP1 ag, D1 agonist, Vif-A3G inh, RXFP1 antag, Vif-A3F inh, Glioma ERSR ind, D2 potentiator, D1 antag, D1 potentiator
- O=C(O)C1CCCN1C(=O)c1cncc(Br)c1 (centres undefined)
  2.4%, 2, 1%, 6, -4%, -4%, -7, -6, -6
- O=C1NC(c2cccc(Cl)c2)Nc2ccccc21 (centres undefined)
  -0.6%, 1, 11µM*, -21, -3%, -1%, -9, 20, 5
- COc1ccccc1NC(=S)NCc1ccc(Cl)cc1
  -2.5%, 1, -9%, 1, 1%, -5%, -5, -24, -1
- C(=N\N1CCN(Cc2ccccc2)CC1)/c1ccccc1
  7.3%, 0, -3%, 4, -12%, 11%, -15, -4, -4
- COc1ccccc1-n1cc(-c2ccc([N+](=O)[O-])cc2)[nH]c1=S
  -0.1%, 4, 1%, 4, -3%, -1%, 3, -8, 4
- O=C(N/N=C/c1ccccc1[N+](=O)[O-])c1ccc2c(c1)OCCO2
  1.9%, 0, -6%, -4, 6%, -11%, /, -2, -6
- COc1ccc(-n2ncc3c(Nc4cccc(C)c4)ncnc32)cc1
  0.3%, 0, -2%, 3, -10%, 7%, 12, -1, 6
- Cc1cc(N2C(=O)C(O)=C(C(=O)c3cccs3)C2c2ccccc2)no1 (centres undefined)
  ?, 1, 1%, 23, -1%, -2%, 2, -5, -4
- CN1CCN(c2nc(Nc3ccc(F)cc3)nc(Nc3ccc(F)cc3)n2)CC1
  -3.4%, 1, -14%, -3, -1%, 0%, -3, -12, -20

# Following part.
# Below each compound – RXFP1 ag, D1 agonist, Vif-A3G inh, RXFP1 antag, Vif-A3F inh, Glioma ERSR ind, D2 potentiator, D1 antag, D1 potentiator
- Cc1cc(C)n(-c2ccc(NC(=O)C3CCCCN3C(=O)c3ccc(C)s3)cc2)n1 (centres undefined)
  5.7%, 0, 1%, -35, 3%, 5%, 3, 9, -2
- CCn1c(=O)c2c(nc(SCC(=O)Nc3ccccc3)n2C)n(C)c1=O
  3.7%, 1, -2%, 3, 2%, -2%, /, 14, -2
- CC(=O)N1c2ccc(S(=O)(=O)NCCC(=O)Nc3ccc(F)cc3)cc2CC1C (centres undefined)
  1.5%, 3, 1%, -5, 1%, -5%, -3, -3, -4
- O=C(C1CC(=O)N(C2CCCC2)C1)N1CCN(c2cccc(C(F)(F)F)c2)CC1 (centres undefined)
  -0.8%, 12, -1%, 0, -9%, -4%, -4, -25, 0
- CC1CCN(C(=O)/C(=C\c2ccccc2)NC(=O)c2ccccc2)CC1
  0.7%, 1, -7%, 3, 8%, -3%, 9, 3, 1
- CC(=O)Oc1ccc2c(=O)oc(-c3ccc([N+](=O)[O-])cc3)nc2c1
  6.7%, 5, -10%, -4, -15%, 0%, 3, 1, -1
- Cc1ccccc1-c1nc(-c2ccc(NC(=O)c3cccs3)cc2)no1
  -3.5%, 7, 1%, -3, -4%, 2%, 16, -3, -5
- CCOC(=O)c1c(C)n(CCNC(C)=O)c2ccc(OC)cc12
  -0.8%, 0, 3%, -5, 6%, 2%, /, -3, -4
- O=C(COC(=O)c1c(F)cccc1F)c1ccc[nH]1
  1.9%, 4, -6%, 13, -7%, 3%, 3, 0, -2
- CN(C)CCNC(=O)c1c(NC(=O)c2ccccc2)sc2c1CCCC2
  1.3%, 1, 3%, -17, 0%, 1%, /, -19, -1
- Cc1cc(C(=O)N2CCC(Cc3ccccc3)CC2)ccc1[N+](=O)[O-]
  1.4%, 1, 0%, 2, -7%, 5%, -5, -32*, -2
- O=C(CN(C(=O)CNC(=O)c1ccco1)c1ccc(F)c(Cl)c1)NC1CCCCC1
  0.8%, 2, 1%, -16, 3%, -4%, -5, 16, 0
- C=C(C)c1cccc(C(C)(C)NC(=O)N2CCC(C(N)=O)CC2)c1
  0.0%, 2, -3%, -13, 12%, 0%, 3, -8, -2
- O=C(NNC(=O)c1ccc(Br)s1)c1cccc(Cl)c1
  0.2%, 0, 1%, -7, 7%, -1%, -16, -7, -4
- CC1=C2C3OC(=O)C(C)C3CCC2(C)C=CC1=NO (centres undefined)
  /, /, 0%, -3, 2%, -2%, /, /, /
- Cc1ccc(S(=O)(=O)N2CCCC2C(=O)OCc2ccccc2)cc1 (centres undefined)
  -0.1%, 3, 0%, 7, -8%, -2%, 7, -7, -3
- COc1ccc(C2=NN(C(C#N)c3ccc(OC)c(OC)c3)C(c3ccccc3)C2)cc1 (centres undefined)
  0.2%, -2, -23%, -9, /, 2%, 12, /, 1
- O=C(NC(=S)N1CCN(c2ccc([N+](=O)[O-])cc2)CC1)c1ccccc1
  0.2%, -1, -8%, -10, ?, -1%, -3, -9, -8
- CC(=O)c1ccc(N2Cc3ccccc3C2=NC(=O)c2cccs2)cc1
  1.6%, 0, 0%, /, -8%, -9%, 9, 6, -8
- Oc1c(Br)cc(Br)cc1/C=N/N1CCN(Cc2ccccc2)CC1
  2.7%, 3, -4%, -8, 1%, 1%, /, 17, 1

# Some of the compounds tested; count on the stated rates, not on these rows.
